GluA2 TARP mod = modulators of GluA2-stargazin AMPA receptor complexes, primary screen, cell-based, membrane potential dye. Voltage-dependent calcium channel gamma-2 subunit (Mus musculus) + Glutamate receptor 2 …. HEK293 GluA2+stargazin, membrane potential dye (FDSS), glutamate EC50; hits were called plate by plate, in both directions. calls only at 30 µM. 40,000 tested, 3.5% active;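 active = any of four per-well response measures lying three or more SD from its plate-wide compound average, in either direction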
Target sequence (O88602 whole entry, looked up): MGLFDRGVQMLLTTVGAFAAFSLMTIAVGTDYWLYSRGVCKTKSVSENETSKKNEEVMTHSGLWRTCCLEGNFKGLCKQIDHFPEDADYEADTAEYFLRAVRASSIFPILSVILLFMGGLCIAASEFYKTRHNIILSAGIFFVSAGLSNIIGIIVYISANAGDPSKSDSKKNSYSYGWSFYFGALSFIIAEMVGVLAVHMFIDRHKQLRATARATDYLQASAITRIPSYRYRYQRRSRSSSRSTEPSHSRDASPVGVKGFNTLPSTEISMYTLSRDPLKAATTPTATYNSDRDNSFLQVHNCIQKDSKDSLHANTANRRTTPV
Target sequence (P19491 whole entry, looked up): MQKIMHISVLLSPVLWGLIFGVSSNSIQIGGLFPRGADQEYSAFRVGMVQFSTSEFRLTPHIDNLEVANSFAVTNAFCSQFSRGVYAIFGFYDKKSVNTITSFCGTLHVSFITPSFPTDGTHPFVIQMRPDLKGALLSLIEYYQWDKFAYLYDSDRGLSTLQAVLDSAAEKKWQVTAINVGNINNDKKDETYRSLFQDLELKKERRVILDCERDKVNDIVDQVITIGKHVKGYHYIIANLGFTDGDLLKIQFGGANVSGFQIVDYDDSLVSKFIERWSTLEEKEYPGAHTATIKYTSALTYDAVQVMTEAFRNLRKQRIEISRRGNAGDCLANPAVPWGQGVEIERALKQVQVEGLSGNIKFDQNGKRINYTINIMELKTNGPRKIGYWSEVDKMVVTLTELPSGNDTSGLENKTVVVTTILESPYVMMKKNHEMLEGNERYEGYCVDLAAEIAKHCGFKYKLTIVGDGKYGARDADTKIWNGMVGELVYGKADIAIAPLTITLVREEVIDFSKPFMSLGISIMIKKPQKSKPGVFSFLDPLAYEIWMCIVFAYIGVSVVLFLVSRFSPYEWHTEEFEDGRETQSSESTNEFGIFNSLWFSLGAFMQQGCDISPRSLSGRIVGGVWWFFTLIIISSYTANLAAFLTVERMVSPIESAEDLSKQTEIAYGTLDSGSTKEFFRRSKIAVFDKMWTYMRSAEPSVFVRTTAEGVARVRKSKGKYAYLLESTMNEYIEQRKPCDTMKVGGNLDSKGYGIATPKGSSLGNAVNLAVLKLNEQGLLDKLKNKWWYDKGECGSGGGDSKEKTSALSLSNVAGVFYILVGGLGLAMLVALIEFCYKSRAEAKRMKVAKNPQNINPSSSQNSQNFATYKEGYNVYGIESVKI
GluA2 TARP mod agonism max-min = recorded beside GluA2 TARP mod, whose call it bears; compound max-min signal; compound-alone response (agonism);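 unitless range of fluorescence divided by baseline over first 100 seconds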
GluA2 TARP mod glutamate slope = further read-out of GluA2 TARP mod, marked with its call; glutamate slope, % of max; measured here: glutamate response slope, % max;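 scaled per plate between vehicle wells and maximal 1 mM glutamate control wells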
The depositor's hits bear a star; i = inactive; + = active, no number; & = joins results of further samples. These rows are one share of the data; count on the stated rates, not on these rows.

GluA2 TARP mod agonism max-min | structure | GluA2 TARP mod | GluA2 TARP mod glutamate slope
0.11 | O=C(CCc1ccccc1)Nc1ccc(N2CCCCS2(=O)=O)cc1 | i | 68
0.044 | Cc1nnsc1C(=O)N1CCC(CNC(=O)c2ccccc2C(F)(F)F)CC1 | i | 29
0.11 | Cn1cc(NC(=O)Nc2cccc3ccccc23)c2ccccc21 | i | 83
0.15 | COc1cc(N2CCN(C(=O)Nc3cccc(C(F)(F)F)c3)CC2)nc(OC)n1 | i | 53
0.15 | COc1ccc(Cl)cc1NC(=O)NCC1CCN(C(=O)COc2ccccc2)CC1 | i | 62
0.11 | COCCn1c(=O)c2c(nc3n2CCCN3c2ccc(Br)cc2)n(C)c1=O | i | 55
0.12 | Cc1c(C)n2c3c(=O)n(C)c(=O)n(C)c3nc2n1CCCc1ccccc1 | i | 63
0.046 | CCCOc1cc(N2CCN(C(=O)c3ccc(Cl)cc3)CC2)nc(C)n1 | i | 60
0.17* | CC(c1ccccc1)n1c(N2CCCCC2)nc2c1c(=O)n(C)c(=O)n2C (stereo not given) | + | 73*
0.069 | O=C(Nc1ccc(Nc2cc(-n3ccnc3)ncn2)cc1)c1cccc2ccccc12 | i | 47
0.13 | Cc1cccc(C)c1OCCN1C(=O)C(C)CNc2ccccc21 (stereo not given) | i | 50
0.11 | O=C1S/C(=C\c2ccc([N+](=O)[O-])cc2)C(=O)N1c1ccc(F)cc1 | i | 63
0.077 | COC(=O)c1ccsc1NC(=O)/C=C\C(=O)O | i | 48
0.088 | Cc1cc(NC(=O)Cn2c(=O)c3c(N4CCN(C(=O)C5CC5)CC4)ccnc3n(C)c2=O)no1 | i | 77
0.097 | CN1CCN(Cc2ccc(NC(=O)Nc3cccs3)cc2)CC1 | i | 61
0.057 | CCCOc1cc(Nc2ccc(NC(=O)CC(C)C)cc2)nc(C)n1 | i | 64
0.072 | COC(=O)Cn1c(=O)c2c(nc3n(-c4ccc(C)c(C)c4)c(-c4ccccc4)cn23)n(C)c1=O | i | 60
0.085 | COc1ccc(OC)c(S(=O)(=O)Nc2ccc(CC(N)=O)cc2)c1 | i | 47
0.091 | O=C(c1nc2ccccc2s1)N(CCN1CCOCC1)c1nc2c(F)cccc2s1 | i | 45
0.091 | O=C(Cc1cccc(F)c1)NC1(c2nc(-c3ccsc3)no2)CCCCC1 | i | 59
0.14 | Cc1ccccc1NC(=O)CSc1ncc(S(=O)(=O)c2ccc(Br)s2)c(N)n1 | i | 46
0.097 | Cc1ccc2nc(-c3ccc(NC(=O)Cc4ccc(S(C)(=O)=O)cc4)cc3)sc2c1 | i | 52
0.092&0.052 | CSc1ccc(CNC(=O)Cn2cc(-c3nc(-c4ccc(Cl)cc4)no3)ccc2=O)cc1 | i | 54&88
0.13 | CCOc1ccc(CC(=O)Nc2nn(C)c3c2C(C)CC(=O)N3)cc1 (stereo not given) | i | 64
0.11 | COc1ccc(NC(=O)CSc2nccn(-c3cc(C)cc(C)c3)c2=O)cc1Cl | i | 47
0.039 | CCN(CC)CCCNC(=O)C(=O)Nc1c2c(nn1-c1cccc(Cl)c1)CSC2 | i | 40
0.1 | Cc1ccc(Oc2ccc(N(C)C(=O)c3cc4ccccc4oc3=O)cc2)nn1 | i | 59
0.092 | CN(C)C(CNC(=O)NC1CCCCC1)c1ccccc1Cl (stereo not given) | i | 43
0.13 | Nc1c(C(=O)NCCc2ccccc2)nnn1-c1cccc(Cl)c1 | i | 61
0.063 | COc1ccccc1NS(=O)(=O)c1cccc2ccccc12 | i | 10

The closing 4 entries of the section before are carried over, then new ones follow:
GluA2 TARP mod agonism max-min | structure | GluA2 TARP mod | GluA2 TARP mod glutamate slope
0.1 | Cc1ccc(Oc2ccc(N(C)C(=O)c3cc4ccccc4oc3=O)cc2)nn1 | i | 59
0.092 | CN(C)C(CNC(=O)NC1CCCCC1)c1ccccc1Cl (stereo not given) | i | 43
0.13 | Nc1c(C(=O)NCCc2ccccc2)nnn1-c1cccc(Cl)c1 | i | 61
0.063 | COc1ccccc1NS(=O)(=O)c1cccc2ccccc12 | i | 10
0.06 | COc1cn(CC(=O)Nc2ccc3c(c2)OCO3)c(CSc2ncccn2)cc1=O | i | 40
0.11 | COc1cc(C(=O)N2c3ccccc3CC2C(N)=O)cc(OC)c1OC (stereo not given) | i | 54
0.092 | CC(O)(CNC(=O)c1ccco1)C1CC1 (stereo not given) | i | 61
0.073 | COc1cc(NS(=O)(=O)c2ccc3ccccc3c2)ccc1N1CCCCC1=O | i | 63
0.087 | CCC(CO)NC(=O)C(=O)Nc1ccccc1SC (stereo not given) | i | 62
0.047 | CC1CCC(C(C)C)C(OCC(O)CN2CCN(C)CC2)C1 (stereo not given) | i | 51
0.14 | O=S(=O)(c1ccc(F)c(Cl)c1)N1CCN(c2ccc(-c3ccccc3)nn2)CC1 | i | 54
0.085 | COc1cc(-c2noc(Cn3nc(-c4ccc(C)c(C)c4)ccc3=O)n2)cc(OC)c1OC | i | 55
0.091 | COc1cccc(CNC(=O)CSc2ccc(NC(=O)c3cccc(F)c3)nn2)c1 | i | 47
0.058&0.031 | Cc1ccc(Cl)cc1-n1nnnc1SCC(=O)NC(C)C | i | 54&105
0.15 | CCOc1cc(-c2ccc(C)cc2)nc2ccc(C(=O)N3CCC(C(N)=O)CC3)cc12 | i | 55
0.12 | COc1ccc2c(c1)c1c(c(=O)n(Cc3ccccc3)c(=O)n1CC(=O)Nc1ccc(C)c(C)c1)n2C | i | 66
0.13* | CCOc1ccc2nc(N(CCN3CCOCC3)C(=O)c3ccc(S(C)(=O)=O)cc3)sc2c1 | + | 42*
0.099 | CC1CCCN(S(=O)(=O)c2cccc([N+](=O)[O-])c2)C1 (stereo not given) | i | 67
0.041 | CC(C)(C)n1nc2c(c1NC(=O)c1cccs1)CSC2 | i | 53
0.081 | CSCCC(C)(O)CNC(=O)c1cccc(Br)c1 (stereo not given) | i | 61
0.091 | Cn1cnnc1SCC(=O)N1CCN(c2ccccc2)CC1 | i | 53
0.071 | O=C(COc1ccccc1)N(Cc1ccco1)c1nc2ccc(Cl)cc2s1 | i | 61
0.095 | COc1ccc(Cl)cc1C(=O)Nc1ccc(N2CCCCC2=O)cc1 | i | 50
0.085 | Cc1ccc(-c2noc(CS(=O)(=O)c3ccc(C(C)C)cc3)n2)cc1 | i | 27
0.08 | COc1ccc(Cl)cc1S(=O)(=O)Nc1cccc(-c2ccc(=O)n(C)n2)c1 | i | 50
0.19* | c1ccn2cc(CSc3cc(N4CCOCC4)ncn3)nc2c1 | + | 63*
0.11 | O=C(Nc1ccc([N+](=O)[O-])cc1)C(=O)N1CCC(Cc2ccccc2)CC1 | i | 66
0.19 | COc1ccccc1C(=O)NCCNc1ccc(Nc2ccncc2)nn1 | i | 59
0.053 | O=C(c1ccc(=O)n(Cc2ccc(F)cc2)n1)N1CCCCC1 | i | 49
0.096 | CCOC(=O)N1CCN(c2c([N+](=O)[O-])c(=O)n(-c3ccccc3)c3ccccc23)CC1 | i | 57
0.12 | COc1cccc(/C=C2\Oc3cc(OCC(N)=O)ccc3C2=O)c1 | i | 83
0.059 | CSc1ccccc1CN1CCC(CNC(=O)c2cc(-c3ccco3)on2)CC1 | i | 38
0.2* | COc1ccc2nc(-c3ccc(C)c(NS(=O)(=O)c4ccc(C)s4)c3)cn2n1 | + | 66*
0.089 | CSc1cccc(NC(=O)C(=O)NC(C)c2ccccc2)c1 (stereo not given) | i | 56
0.12* | CCOc1ccc(-c2nnc(NC(=O)CC)o2)cc1OCC | + | 39*
0.081 | COc1ccc2c(=O)c(Oc3ccc(C(=O)Nc4c(C)cccc4C)cc3)coc2c1 | i | 14
0.049 | Cn1cccc1C(CNC(=O)c1ccc(C(F)(F)F)cc1)N1CCCC1 (stereo not given) | i | 52
0.11 | CC(C(=O)Nc1ccc(C(N)=O)cc1)N1C(=O)c2ccccc2S1(=O)=O (stereo not given) | i | 57
0.097 | CCOC(=O)c1ccc(Nc2nc(C)c([N+](=O)[O-])c(NCc3ccco3)n2)cc1 | i | 51
0.058 | CCN1C(=O)C(O)(CC(=O)c2cccs2)c2cc(Br)ccc21 (stereo not given) | i | 25
0.081 | COc1ccc2sc(N(Cc3ccco3)C(C)=O)nc2c1 | i | 63
0.12 | CC(C)c1ccccc1NC(=O)CN1CCN(c2ccc(Cl)cc2)C1=O | i | 80
0.081 | COc1cccc(-c2cc(CC(=O)NC3CCCC3)no2)c1 | i | 50
0.068 | COc1ccc(C(=S)N2CCN(C(=S)c3ccc(N4CCOCC4)cc3)CC2)cc1 | i | 56
0.091 | O=C(Nc1ccc(-n2cnnn2)cc1)C1CN(C(=O)COc2ccccc2F)C1 | i | 47
0.079 | COc1ccc(CCNS(=O)(=O)c2cn(C)c(=O)n(C)c2=O)cc1 | i | 57
0.065 | O=C(CCc1ccccc1)NCCn1ncc2c(N3CCN(c4ncccn4)CC3)ncnc21 | i | 67
0.11 | Cn1c(C(F)(F)F)nn(CCNC(=O)COc2cccc3c2OC(C)(C)C3)c1=O | i | 50
0.082 | Cc1nc(Nc2ccc(NC(=O)c3ccc(S(=O)(=O)N(C)C)cc3)cc2)cc(-n2ccnc2)n1 | i | 63
0.18 | Cc1csc(NC(=O)CSc2nc(=O)n(N3CCN(C)CC3)c3c2CCC3)n1 | i | 62
0.11 | CCCc1nc2ccccc2n1CCOc1ccccc1 | i | 71
0.18 | COCCCn1c(C(=O)Nc2cccc(NC(C)=O)c2)cc2c(=O)n(C)c(=O)n(C)c21 | i | 41
0.071 | COc1cccc(CNC(=O)C(=O)Nc2cc3c4c(c2)CCC(=O)N4CCC3)c1 | i | 63
0.1 | COc1ccc(S(=O)(=O)Nc2ccc3c(c2)N(S(=O)(=O)c2ccc(F)cc2)CCC3)cc1 | i | 81
0.057 | COc1cccc2cc(C(=O)NCC3CCN(C(=O)Nc4ccc(F)cc4)CC3)oc12 | i | 59
0.053 | COc1cccc(-n2nnc3c(N4CCN(C(=O)c5ccccc5SC(F)F)CC4)ncnc32)c1 | i | 40
0.082 | CCN1CCN(CC(O)COC2CCCC2C)CC1 (stereo not given) | i | 58
0.14 | COc1cc(NC(=O)N2CCN(CCn3nc(C)cc3C)CC2)cc(OC)c1OC | i | 76
0.11 | Cc1ccc(S(=O)(=O)Nc2nc(CCC(=O)Nc3ccc4c(c3)OCCO4)cs2)cc1 | i | 66
0.058 | Cc1nc(-c2cccs2)c(CCC(=O)Nc2ccccc2OC(C)C)s1 | i | 52
0.023 | CC(N)c1cccs1 (stereo not given) | i | 37
0.064 | Cc1cc(C)n(-c2nc3c(c(=O)n(CCN4CCOCC4)c(=O)n3C)n2C)n1 | i | -6
0.08 | COc1ccc(Cl)cc1S(=O)(=O)N1CCN(c2ccc(C)cc2C)CC1 | i | 56
0.055 | CC(C)S(=O)(=O)c1cccc(C(=O)Nc2c(C(N)=O)oc3ccccc23)c1 | i | 71

Results in GluA2 TARP mod (six entries from above):
smiles	GluA2 TARP mod
CSc1ccccc1CN1CCC(CNC(=O)c2cc(-c3ccco3)on2)CC1	i
COc1ccc2nc(-c3ccc(C)c(NS(=O)(=O)c4ccc(C)s4)c3)cn2n1	+
CSc1cccc(NC(=O)C(=O)NC(C)c2ccccc2)c1 (stereo not given)	i
CCOc1ccc(-c2nnc(NC(=O)CC)o2)cc1OCC	+
COc1ccc2c(=O)c(Oc3ccc(C(=O)Nc4c(C)cccc4C)cc3)coc2c1	i
Cn1cccc1C(CNC(=O)c1ccc(C(F)(F)F)cc1)N1CCCC1 (stereo not given)	i

Following part:
GluA2 TARP mod agonism max-min | structure | GluA2 TARP mod | GluA2 TARP mod glutamate slope
0.16* | CCCC(=O)N(CCN1CCOCC1)c1nc2cc(OC)ccc2s1 | + | 44*
0.076 | CCCCCNS(=O)(=O)c1cc2c3c(c1)CCC(=O)N3CCC2 | i | 66
0.12 | O=C(Nc1c[nH]c2ccccc12)N1CCN(c2cccc(C(F)(F)F)c2)CC1 | i | 56
0.1 | Cc1cc(C)cc(NC(=O)CSc2ccc(NC(=O)C3CC3)nn2)c1 | i | 55
0.077 | CC1CCCC1OCC(O)CN(CCO)CCO (stereo not given) | i | 49
0.1 | CCOC(=O)Nc1cccc(N2CCCCC2=O)c1 | i | 44
0.067 | CCCCOc1ccccc1NC(=O)/C=C/c1ccc(OC)c(OC)c1 | i | 64
0.075 | CCCCOc1ccc(C(=O)NCCN2CCn3cc(OC)c(=O)cc3C2=O)cc1 | i | 58
0.049 | COc1cc(C(=O)NCCN2CCN(S(=O)(=O)c3ccc(C)cc3)CC2)cc(OC)c1OC | i | 15
0.11 | O=C(/C=C/c1ccc2c(c1)OCO2)NCCOc1ccc2nnc(-c3cccc(F)c3)n2n1 | i | 44
0.12 | COc1ccc2nc(-c3ccc(OC)c(NC(=O)C(C)Oc4ccccc4F)c3)cn2n1 (stereo not given) | i | 63
0.088 | CCOc1ccc(C(=O)Nc2ccc(-n3c(C)nc4ccccc4c3=O)cc2)cc1OCC | i | 67
0.12 | CC(=O)Nc1c(C(=O)Nc2cccc(C)c2)nnn1-c1ccc(C)cc1 | i | 61
0.23 | O=S(=O)(NCC(O)Cc1ccccc1)c1ccc(Br)s1 (stereo not given) | i | 49
0.065 | COc1cc(Cn2nc(-c3ccccc3)ccc2=O)cc(OC)c1 | i | 107
0.1 | CCOc1ccc(OCCNC(=O)c2cccs2)cc1 | i | 62
0.06 | COc1ccc(CCNC(=O)C(=O)Nc2ccc(F)c(Cl)c2)cc1OC | i | 57
0.062 | COc1cc(C)c(C)cc1S(=O)(=O)NCCn1nc(-c2ccccc2)ccc1=O | i | 12

Looked up one by one from above, two records:
GluA2 TARP mod agonism max-min | structure | GluA2 TARP mod | GluA2 TARP mod glutamate slope
0.075 | CCCCOc1ccc(C(=O)NCCN2CCn3cc(OC)c(=O)cc3C2=O)cc1 | i | 58
0.16* | CCCC(=O)N(CCN1CCOCC1)c1nc2cc(OC)ccc2s1 | + | 44*

Screens from PubChem.
